p47phox inh = p47phox/p22phox peptide binding inhibitors, primary screen, biochemical, uHTS, NADPH oxidase regulatory subunit; Neutrophil cytosol factor 1 (Homo sapiens), P14598; fluorescence polarization, 2 h; inhibition, % at 24.7 µM; hit rate 0.53% among 220,000;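 active means inhibition above about 30%, limit read from the data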;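 further: 0% = p47phox with labelled peptide and 100% = labelled peptide alone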
BaF3 parental = parental Ba/F3 cell viability inhibition, counter-screen for JAK2V617F inhibitor project, murine pro-B, CellTiter-Glo luminescence. CellTiter-Glo ATP luminescence. inhibition, % at 5.6 µM. hit rate 1.1% among 220,000. AID 1486, 2009;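 active means inhibition above a per-campaign cutoff, the mean inhibition of all tested compounds plus 3 SD, cut at about 27% in these data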;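 further: 0% = DMSO wells and 100% = JAK Inhibitor I control wells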
NPY-Y1 PAM-ag = NPY-Y1 receptor potentiators or agonists, primary screen, cell-based; Neuropeptide Y receptor type 1 (Homo sapiens), P25929; NPY-Y1 expressing cells, potentiator/agonist activation; activation, % at 3.6 µM; hit rate 0.37% among 220,000; AID 1304, 2008; in the data active means activation above about 33%, passing the limit was not always enough;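 further: cells stimulated with NPY at EC10 then isoproterenol at EC100; 0% = low agonist plus stimulus and 100% = saturating agonist plus stimulus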
Target sequence (P25929 whole entry, looked up): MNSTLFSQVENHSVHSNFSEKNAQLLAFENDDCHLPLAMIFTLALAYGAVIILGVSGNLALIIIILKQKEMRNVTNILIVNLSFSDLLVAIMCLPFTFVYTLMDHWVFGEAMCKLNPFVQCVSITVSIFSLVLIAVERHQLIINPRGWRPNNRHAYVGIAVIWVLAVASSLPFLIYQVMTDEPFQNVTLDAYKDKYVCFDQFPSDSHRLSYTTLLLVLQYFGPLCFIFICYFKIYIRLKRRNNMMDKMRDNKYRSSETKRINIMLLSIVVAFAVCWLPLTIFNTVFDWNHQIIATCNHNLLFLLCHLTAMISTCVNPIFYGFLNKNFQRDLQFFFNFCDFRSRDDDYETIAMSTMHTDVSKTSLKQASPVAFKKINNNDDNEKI
S1P4 antag = S1P4 receptor antagonists, primary screen, cell-based; inhibition, % at 4.98 µM; hit rate 0.26% among 220,000; S1P4-expressing cells, antagonist mode, reporter read-out; AID 1510, 2009; Sphingosine 1-phosphate receptor 4 (Homo sapiens), O95977; in the data active means inhibition above about 29%;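 further: 0% = wells stimulated with agonist and 100% = vehicle wells without agonist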
Target sequence (O95977 whole entry, looked up): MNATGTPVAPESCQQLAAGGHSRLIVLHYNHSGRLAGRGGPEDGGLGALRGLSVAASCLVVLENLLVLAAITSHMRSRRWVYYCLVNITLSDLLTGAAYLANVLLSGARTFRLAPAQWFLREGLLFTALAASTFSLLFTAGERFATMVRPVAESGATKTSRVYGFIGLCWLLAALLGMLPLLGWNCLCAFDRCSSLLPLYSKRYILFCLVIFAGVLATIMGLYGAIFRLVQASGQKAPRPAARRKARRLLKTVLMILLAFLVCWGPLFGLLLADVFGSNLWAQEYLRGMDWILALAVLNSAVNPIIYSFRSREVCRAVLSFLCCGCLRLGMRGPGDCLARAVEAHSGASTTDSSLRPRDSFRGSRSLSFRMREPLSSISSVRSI
S1P4 ag = S1P4 receptor agonists, primary screen, cell-based; Sphingosine 1-phosphate receptor 4 (Homo sapiens), O95977; S1P4-expressing cell line, agonist reporter assay; activation, % at 4.98 µM; hit rate 0.35% among 220,000; in the data active means activation above about 11%;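 further: 0% = DMSO vehicle and 100% = reference agonist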
NPY-Y2 PAM-ag = NPY-Y2 potentiators or agonists, primary screen, cell-based. Neuropeptide Y receptor type 2 (Homo sapiens), P49146. cells expressing NPY-Y2, potentiator/agonist read-out. activation, % at 3.6 µM. hit rate 0.45% among 220,000; in the data active means activation above about 27%;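 further: cells stimulated with NPY near EC25 plus isoproterenol at EC100; 0% = vehicle plus submaximal agonist and 100% = vehicle plus saturating agonist; some results beyond the cut were filed as inactive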
CHOP inh = inhibitors of CHOP promoter induction, primary screen, cell-based, unfolded protein response, luciferase reporter; CHO-K1 CHOP-promoter luciferase, tunicamycin-induced, 15-18 h; inhibition, % at 10 µM; hit rate 3.8% among 220,000;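 active means compounds that reduced the stress-induced luciferase reporter signal by more than about 70% of percent inhibition, limit read from the data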;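 further: 0% = tunicamycin plus vehicle and 100% = wells without tunicamycin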
NPY-Y1 antag = NPY-Y1 receptor antagonists, primary screen, cell-based | AID 1040, 2008 | inhibition, % at 3.6 µM | hit rate 1% among 200,000 | Neuropeptide Y receptor type 1 (Homo sapiens), P25929 | HEK293-CNG Y1 cells, membrane potential fluorescence; NPY at EC95, then isoproterenol;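 active means inhibition above the campaign mean inhibition of all tested compounds plus 3 SD, cut at about 20% in these data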;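 further: 0% = DMSO wells given NPY plus isoproterenol and 100% = isoproterenol alone without NPY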
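Material: HEK293 Y1/CNG channel cell line; also added: NPY (25 nM), isoproterenol (1 µM), Ro 20-1724 (25 µM); doses: one concentration, 3.6 µM, in 0.4% DMSO; schedule: compound incubation 1 h at room temperature, readout 45 min post-stimulation; technique: membrane potential fluorescence; measure: fluorescence ratio normalized to % inhibition between controls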
Ba/F3 V617F tox = reduced viability of JAK2V617F-dependent Ba/F3 cells, primary screen, JAK2V617F inhibitor project, cell-based, Ba/F3 EpoR-JAK2V617F, luminescence. ATP luminescence. inhibition, % at 5.6 µM. hit rate 1.1% among 220,000;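 active means inhibition above the campaign mean plus 3 SD over all tested compounds, cut at about 24% in these data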;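 further: cytokine-independent growth of Ba/F3 cells driven by EpoR plus mutant JAK2; 0% = DMSO-treated cells and 100% = JAK inhibitor I control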
Starred values were filed as active, the others as inactive; · = no result given.

SMILES	p47phox inh	BaF3 parental	NPY-Y1 PAM-ag	S1P4 antag	S1P4 ag	NPY-Y2 PAM-ag	CHOP inh	NPY-Y1 antag	Ba/F3 V617F tox
CSc1nc2ccccc2n1Cc1cccc([N+](=O)[O-])c1	-11.0	11.6	-18.6	-13.8	-1.6	0.3	2.1	1.3	-0.2
COc1ccc(/C=C/C(=O)C2CC2)cc1Cn1nc(C)c([N+](=O)[O-])c1C	-15.2	5.7	-0.6	2.6	-2.2	-13.8	16.9	-2.2	0.2
COC(=O)c1ccc(C)c(NC(=O)CCc2ccc(OC)cc2)c1	-7.1	0.7	104.8*	-6.3	1.6	8.0	-16.6	1.6	-4.0
CCC1(CC)NC(=O)N(CC(=O)Nc2sc3c(c2C(N)=O)CCC3)C1=O	-8.6	4.9	-12.3	-13.8	0.0	3.0	-19.6	0.0	1.9
Cc1ccc(SCn2nnc3ccccc3c2=O)c(C)c1	-5.0	0.6	-15.7	0.0	0.6	-3.2	-3.6	9.1	3.3
Cc1ccc(C(=O)NCc2n[nH]c(=S)n2-c2ccccc2)cc1[N+](=O)[O-]	-11.3	6.4	10.1	-4.2	2.0	-2.3	24.7	7.4	-3.0
O=C(CCC(=O)OCC(=O)c1ccccc1)Nc1cccc(Cl)c1	-11.3	2.6	13.4	-3.9	0.7	3.9	-3.2	-2.6	-1.5
O=C(O)c1ccc(NS(=O)(=O)c2ccc3c(c2)OCCCO3)cc1	-2.3	6.3	8.7	1.0	2.1	-5.7	6.4	3.8	-0.4
CC(=O)OCC1=C(C(=O)O)N2C(=O)C(NC(=O)c3ccc(F)cc3)C2SC1 (stereo not given)	-9.2	2.3	16.0	-5.4	2.9	1.6	13.0	1.4	-2.8
Cc1cc(-c2ccc(Cl)cc2Cl)c(C#N)c(=O)[nH]1	-4.5	-0.5	10.5	-9.0	-0.6	19.9	-12.9	·	-5.0
CCOC(=O)/C(C#N)=C1/C=CN(Cc2ccccc2)C=N1	1.0	7.6	22.1	-5.1	-0.3	10.7	-35.5	2.0	4.1
C/C=C/C(=O)OCC(=O)Nc1ccc(OC)c(Cl)c1	10.3	6.3	-0.6	-6.8	-1.4	-0.7	-8.1	4.9	-6.0
Cc1cc(C(=O)N/N=C/c2c[nH]c3ccccc23)c(C)o1	-13.8	5.2	-3.0	-4.4	0.1	-1.6	13.2	2.3	-2.5
CCCn1c(N)nc2ccccc21	-4.8	2.3	-3.8	-10.4	0.9	4.7	-8.0	6.4	-1.8
CCC(=O)c1ccc(N2CCN(C(=O)c3ccc(F)cc3)CC2)c(F)c1	-10.5	2.3	0.7	-10.8	1.4	0.5	0.6	-1.9	1.4
O=C(NCC1CCCO1)C1CCN(S(=O)(=O)c2ccccc2)CC1 (stereo not given)	-0.8	8.1	-7.0	-0.1	0.0	-9.4	-1.4	4.5	0.5
Cn1ccnc1C(O)(c1ccccc1)c1ccccc1	8.9	-0.6	6.4	-12.0	1.4	0.6	-6.0	·	0.5
COc1cc(N2CCCC2)ccc1C=O	4.4	1.1	-8.3	-5.1	-1.5	-1.3	28.0	-3.0	2.2
O=C(NCN1C(=O)C2C3C=CC(C3)C2C1=O)Nc1ccccn1 (stereo not given)	-6.3	-0.3	9.3	-91.9	0.3	7.8	18.9	1.2	-3.7
CCCSCCCNC(=O)Cn1cc2c(n1)CCC(C)C2 (stereo not given)	-12.6	-1.5	-19.6	-4.1	1.1	-16.8	2.7	11.8	-2.8
Brc1cccc2sc(N3CCN(c4ccccc4)CC3)nc12	-16.1	4.2	-4.6	1.2	-1.5	0.9	4.0	8.1	1.9
CCOC(=O)C(NCc1ccc(OC)cc1)(NC(C)=O)C(F)(F)F (stereo not given)	2.3	1.2	-0.7	-6.0	0.3	2.9	4.3	-2.5	-1.1
COc1cccc(N2CCN(C(=O)CCCCCNc3nc(=S)[nH]c4ccccc34)CC2)c1	-7.5	2.9	7.9	-3.8	-0.7	5.9	12.6	2.8	0.8
O=C(COC(=O)CSc1nnc(-c2ccc(Cl)cc2)o1)NCc1ccc2c(c1)OCO2	-9.1	-0.7	-21.4	-5.8	1.8	0.1	34.6	2.2	0.8
O=C(O)c1ccc(N/C(=N\S(=O)(=O)c2ccc(Cl)cc2)c2ccccc2)cc1	-0.5	-1.9	-9.3	7.2	-1.8	-15.2	-6.0	·	2.7
Cc1n[nH]c(=O)nc1Nc1ccc(O)cc1	-1.9	6.8	12.8	-5.2	-1.2	8.6	38.8	6.5	2.5
CCOC(=O)CCc1c(C)c2ccc(O)cc2oc1=O	-8.0	2.0	-24.8	-15.1	1.6	-3.0	15.2	3.2	0.4
CCn1cc(C(=O)N2CCN(c3ccccn3)CC2)c(=O)c2cc(S(=O)(=O)N(C)C3CCCCC3)ccc21	10.5	8.1	2.7	-27.1	0.8	4.8	-15.2	-7.6	1.9
O=C(CN1C(=O)NC2(CCCC2)C1=O)N1CCN(S(=O)(=O)c2ccc(Cl)cc2)CC1	-4.7	0.2	7.6	14.7	3.1	9.2	-0.5	-1.4	-5.6
O=C(COc1ncnc2ccc(Br)cc12)N1CCOCC1	3.0	-0.1	-1.9	8.2	-2.8	13.5	4.9	-3.9	-1.6
COc1ccc(C)cc1S(=O)(=O)Nc1cccnc1	-4.0	5.7	10.5	-4.9	-0.2	11.7	30.0	0.5	-1.7
Cc1ccccc1Nc1nc(N)nc(CSc2nnc3ccccn23)n1	2.0	1.1	5.4	-5.2	0.8	11.7	-0.9	0.3	1.5
O=C(O)C1CCCN1c1ncnc2ccccc12 (stereo not given)	-9.1	3.2	-16.9	9.2	3.1	9.4	-16.4	8.7	0.2
COc1cccc(C(=O)NCC2CCN(c3ccc(S(=O)(=O)N4CCOCC4)cc3)CC2)c1	-25.7	11.9	-4.9	-6.6	0.4	1.7	-20.3	0.0	3.5
CCOC(=O)c1cccc2c1-c1ccccc1/C2=N/O	-5.6	-1.4	-21.3	-2.0	1.1	-9.3	81.6*	4.5	-4.3
CC(OC(=O)c1cc(S(=O)(=O)Nc2ccc(F)cc2)ccc1Cl)C(=O)Nc1ccc2c(c1)OCCO2 (stereo not given)	-15.7	1.8	8.7	-2.2	-1.3	12.4	10.6	-0.3	-2.4
C=C(C)CN1CCN(c2ccc(N3C(=O)CCCC3=O)cc2[N+](=O)[O-])CC1	-9.6	9.8	12.4	-8.0	0.5	7.8	-10.1	0.6	1.2
COc1cc(/C=C/c2sc3ccccc3[n+]2CCCS(=O)(=O)[O-])ccc1O	-260.7	9.1	-5.2	2.6	-0.4	-3.9	-10.2	2.8	1.3
Cc1c(NS(=O)(=O)c2ccc3c(c2)n(C)c(=O)n3C)c(=O)n(-c2ccccc2)n1C	-15.2	1.5	8.8	-5.5	0.4	-0.2	19.1	3.8	-4.3
COc1cc(Br)cc2cc(C(=O)N3CCN(C(=O)c4ccco4)CC3)c(=O)oc12	4.7	-1.1	2.8	-11.9	-2.8	-0.7	4.0	-3.4	-1.7
COCCN(CC(=O)NCc1ccc(F)cc1)C(=O)CCC(=O)Nc1nccs1	-6.6	2.6	-5.7	-15.9	2.0	0.7	45.4	3.4	2.6
CCOc1ccc2nc(SCC(=O)NCc3ccc(OC)c(OC)c3)[nH]c2c1	-7.6	1.9	1.3	-11.6	-1.0	-3.1	-7.3	-0.7	-2.2
O=C(Nc1cccc(C(F)(F)F)c1)N1CCC(c2nc(-c3ccc(F)cc3)no2)CC1	7.2	12.7	26.0	9.9	0.2	7.5	90.9*	-4.9	4.3
CC(/C=C/c1ccccc1)=N\Nc1ccccc1[N+](=O)[O-]	·	4.8	1.0	1.0	2.2	-9.2	2.3	1.7	-0.4
COc1cc(C(=O)OCC(=O)N(C)C)cc(NC(=O)c2ccco2)c1OC	0.0	2.0	-5.9	-3.8	1.7	4.5	-3.7	0.9	-2.6
Cn1c(/C=N/n2cnnc2)nc2ccccc21	-20.1	4.9	-9.1	-8.2	-1.2	-8.3	7.2	4.7	4.5
CC(C)(C)c1cc(-c2ccco2)c(C#N)c(SCC#N)n1	-4.3	7.6	-48.2	-26.6	2.1	-10.1	59.4	14.4	-1.3
CS(=O)(=O)Nc1ccc(C(=O)Nc2ccccc2C(=O)N2CCCC2)cc1	-17.9	2.1	-5.6	1.4	0.5	6.8	-18.4	1.7	-1.4
O=C(Nc1ccccc1)N(O)c1ccc(Cl)cc1	-13.4	3.9	3.1	-7.3	0.0	-19.3	32.0	-3.4	6.3
O=C(COC(=O)CCC(=O)c1ccc(F)cc1)Nc1cccc(S(=O)(=O)N2CCCC2)c1	-18.1	-5.9	5.3	-10.1	0.1	5.3	-5.8	·	-2.2

Part of the list above, field by field.
COc1cc(C(=O)OCC(=O)N(C)C)cc(NC(=O)c2ccco2)c1OC
  p47phox inh = 0.0
  BaF3 parental = 2.0
  NPY-Y1 PAM-ag = -5.9
  S1P4 antag = -3.8
  S1P4 ag = 1.7
  NPY-Y2 PAM-ag = 4.5
  CHOP inh = -3.7
  NPY-Y1 antag = 0.9
  Ba/F3 V617F tox = -2.6
Cn1c(/C=N/n2cnnc2)nc2ccccc21
  p47phox inh = -20.1
  BaF3 parental = 4.9
  NPY-Y1 PAM-ag = -9.1
  S1P4 antag = -8.2
  S1P4 ag = -1.2
  NPY-Y2 PAM-ag = -8.3
  CHOP inh = 7.2
  NPY-Y1 antag = 4.7
  Ba/F3 V617F tox = 4.5

(list continues)
SMILES	p47phox inh	BaF3 parental	NPY-Y1 PAM-ag	S1P4 antag	S1P4 ag	NPY-Y2 PAM-ag	CHOP inh	NPY-Y1 antag	Ba/F3 V617F tox
CCCn1c(SCC(=O)Nc2ccc3c(c2)OCO3)nc2c1c(=O)n(C)c(=O)n2C	-4.1	0.0	4.1	-17.0	1.2	17.9	-6.2	7.0	-0.3
S=c1[nH]nc(-c2ccc(Cl)cc2)n1-c1cccnc1	-1.8	-4.8	-13.2	7.2	2.1	-1.5	-6.6	·	-4.4
CC(C)(C)c1cc2cccnc2n1Cc1cccc(F)c1	-11.1	4.4	-19.0	3.6	-0.4	1.4	19.1	5.8	-0.1
C=CCNC(=S)NNC(=O)CSc1nc2ccccc2s1	-8.8	5.3	-21.0	-0.3	1.0	5.3	28.5	4.2	-1.4
O=C(COc1ccc(S(=O)(=O)N2CCCC2)cc1Cl)NCc1ccc2c(c1)OCO2	-4.8	3.7	7.4	-6.0	1.3	-1.6	-4.2	2.0	1.4
CCCCn1c(=S)[nH]c2ccccc2c1=O	-1.9	0.2	-12.8	1.2	3.0	-1.5	-18.6	0.3	-4.7
CCN(c1ccccc1)S(=O)(=O)c1ccc(Cl)c(NC(=O)COC(=O)c2ccc[nH]c2=O)c1	1.9	-3.3	-11.0	-16.4	0.2	-5.5	4.9	·	-0.2
Cc1ccc(/C=C/C(=O)N2CCN(S(=O)(=O)/C=C/c3ccccc3)CC2)o1	-0.2	-13.8	8.8	8.0	0.6	-1.7	-23.6	·	1.6
N#Cc1ccc(C(=O)Nc2cccc(NC(=O)c3ccco3)c2)c(F)c1	-1.7	5.8	8.0	-11.0	0.1	-4.8	15.1	12.5	-1.7
CCCc1cc(=O)oc2cc(OCC(=O)Nc3cc(C)on3)ccc12	-4.2	3.9	4.7	-2.7	-0.8	-5.2	34.5	-3.2	-1.5

Bioassay records: PubChem BioAssay, several laboratories
